APOBEC3G inh: inhibitors of human APOBEC3G DNA deaminase. Q9HC16. recombinant A3G, ssDNA deamination FAM/TAMRA fluorescence. inhibition, % at 20 µM. 0.28% of 330,000 active;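 active = inhibition of at least 40% at 20 µM, with no more than 30% in the related APOBEC3A deaminase screen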;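 also: plate controls were DMSO wells with A3G for no effect and wells lacking A3G enzyme for full effect; some compounds called inactive have numbers as strong as hits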
Target sequence (Q9HC16 whole entry, looked up): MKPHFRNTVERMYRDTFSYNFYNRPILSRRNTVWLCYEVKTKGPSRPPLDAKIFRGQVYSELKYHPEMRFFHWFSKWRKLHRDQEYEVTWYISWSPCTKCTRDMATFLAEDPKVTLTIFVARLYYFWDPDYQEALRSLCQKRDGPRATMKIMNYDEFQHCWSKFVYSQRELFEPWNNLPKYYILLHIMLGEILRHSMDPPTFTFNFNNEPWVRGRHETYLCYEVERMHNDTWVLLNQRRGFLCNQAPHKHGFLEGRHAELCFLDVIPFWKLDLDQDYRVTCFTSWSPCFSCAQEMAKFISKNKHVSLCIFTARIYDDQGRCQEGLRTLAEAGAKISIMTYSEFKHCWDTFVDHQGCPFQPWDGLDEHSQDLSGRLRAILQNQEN
NLRP3 yeast inh: blocks the NALP3 inflammasome reconstituted in yeast. inhibition, % at 10 µM. Yeast reconstituted NLRP3/ASC/caspase-1, beta-gal luminescence, 24 h. 0.39% of 330,000 active;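 active = inhibition of 50% or more; inactive = inhibition below 50%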;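 also: plate controls were induced DMSO wells for no effect and uninduced yeast grown without galactose for full effect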
APOBEC3A inh: human APOBEC3A DNA deaminase inhibition | P31941 | recombinant A3A, FAM/TAMRA ssDNA deamination fluorescence | inhibition, % at 20 µM | 0.41% of 330,000 active;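 active = at least 40% inhibition at 20 µM here, with at most 30% in a related deaminase screen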;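 also: plate controls were A3A with DMSO for no effect and wells lacking A3A enzyme for full effect; some results filed as inactive read as strong as hits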
Target sequence (P31941 whole entry, looked up): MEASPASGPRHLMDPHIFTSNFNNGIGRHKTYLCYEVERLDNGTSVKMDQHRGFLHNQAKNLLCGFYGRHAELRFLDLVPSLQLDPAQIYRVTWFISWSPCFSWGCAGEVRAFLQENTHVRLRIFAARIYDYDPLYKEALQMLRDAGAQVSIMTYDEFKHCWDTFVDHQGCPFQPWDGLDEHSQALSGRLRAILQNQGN
beta cell repl: MIN6 beta-cell proliferation induction | MIN6 cells proliferation, ATPlite luminescence, 48 h; cells starved in 0.2% serum; 100% = growth in 10% serum | proliferation, % at 10 µM | 0.29% of 330,000 active | AID 2380;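 active = compounds whose signal lies at least 3.5 SD above the mean of all wells on their plate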;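 also: 0% = DMSO-treated cells in low-serum medium and 100% = 10% serum control; some compounds called inactive have numbers as strong as hits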
TIM10 inh: inhibits growth of TIM10 yeast strain | S. cerevisiae TIM10 strain growth, BacTiter-Glo luminescence, 24 h | inhibition, % at 10 µM | 1.4% of 330,000 active;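 active = inhibition of 40% or more at the single tested concentration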;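 also: wild-type TIM10 isogenic control strain grown at permissive 25 °C; 0% = DMSO yeast wells and 100% = minimal medium wells without yeast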
hIAP inh: human IAP inhibition | P09923 | purified IAP, CDP-Star luminescence, 30 min | 0.12% of 330,000 active | inhibition, % at 10 µM;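 active = inhibition reaching a set limit with compound at 10 µM in the primary screen, cut at about 35% in these data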;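 also: plate controls were DMSO wells with enzyme for no effect and no-enzyme buffer wells for full effect; values of inactives mirror those of a sister screen read the other way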
mIAP block: mouse IAP inhibition. inhibition, % at 10 µM. 0.2% of 330,000 active. purified mouse IAP, CDP-Star luminescence, 30 min. AID 2806;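 active = inhibition of at least 40% at 10 µM in the primary screen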;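 also: plate controls were DMSO with enzyme for no effect and no enzyme wells for full effect; values of inactives mirror those of a sister screen read the other way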
tim10-1 inh: growth inhibitors of tim10-1 mutant yeast | inhibition, % at 20 µM | 2.2% of 330,000 active | S. cerevisiae tim10-1 ts strain growth, BacTiter-Glo, 24 h;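 active = inhibition of at least 40%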;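 also: mutant grown at 25 °C; 0% = DMSO wells with yeast and 100% = wells holding no yeast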
mIAP act: increases mouse intestinal alkaline phosphatase activity. muIAP, CDP-Star luminescence, 30 min; hits give high values; 1 = vehicle-only enzyme signal, 0 = enzyme-free wells. activation factor at 10 µM. 0.24% of 330,000 active;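 active = activation factor of at least 2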; also: the source names both 10 and 20 µM as test concentration; values of inactives mirror those of a sister screen read the other way
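System: Mouse IAP enzyme | Also added: CDP-Star substrate | Dosing: Compounds dispensed in DMSO | Schedule: 30 min enzyme-substrate-compound incubation at room temperature | Technique: Chemiluminescence readout | Control set: DMSO-only wells and no-enzyme negative control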
* marks the source's active call; other numbers are inactive results; · = no result given.

Below each compound: APOBEC3G inh | tim10-1 inh | hIAP inh | TIM10 inh | beta cell repl | mIAP act | APOBEC3A inh | NLRP3 yeast inh | mIAP block
CCN(CC(=O)Nc1ccc(NC(C)=O)cc1)C(=O)c1cc2c(s1)CCCCC2
  -2 | 2 | 13 | 7 | -2 | 1.1 | 0 | -1 | -10
C=C1C[C@@]23CCC4[C@@](C)(CCC[C@@]4(C)C(=O)O)C2CC[C@]1(O)C3 (stereo not given in full)
  -3 | 12 | -12 | -4 | -1 | 1 | 5 | 9 | -2
Cc1c(C(=O)Nc2ccccc2)sc2nc3n(c(=O)c12)CCCCC3
  -1 | -43 | 12 | -3 | 0 | 0.94 | 1 | 10 | 6
O=C(Oc1ccc(C(=S)N2CCCCC2)cc1)c1ccccc1F
  -5 | 56* | 1 | 24 | -3 | 0.94 | -2 | 3 | 6
Cn1cccc1Cc1nnc(SCC(=O)N2CCCc3ccccc32)n1-c1ccc(F)cc1
  -5 | 17 | 2 | 9 | 7 | 0.92 | 1 | -4 | 8
CCn1cc(C(=O)NCCc2ccc(C)cc2)c(=O)c2cc(S(=O)(=O)N(C)C)ccc21
  -1 | -12 | 9 | 4 | 0 | 0.93 | -1 | 0 | 7
Cc1cc(C)c2oc(C(=O)NC3CCS(=O)(=O)C3)cc(=O)c2c1 (stereo not given)
  -3 | 6 | 22 | -4 | 1 | 1 | -4 | 4 | 0
CCCCOc1ccc(N=Nc2ccc(N)nc2N)cn1
  -2 | 37 | 3 | 36 | -6 | 0.86 | -3 | 32 | 14
Cn1c(SCC(=O)c2ccccc2)nnc1-c1cccs1
  -7 | 22 | 15 | 16 | 1 | 0.92 | 1 | 10 | 8
O=C(OCCOc1cccc(Cl)c1)c1ccc2ncsc2c1
  -15 | -23 | 11 | 11 | -4 | 0.98 | -4 | 12 | 2
CCc1ccc(S(=O)(=O)N2CCN(C(=O)C3CCN(C(C)=O)CC3)CC2)cc1
  0 | 0 | -16 | 2 | 2 | 1 | 6 | 25 | -2
O=C(NCCCNC(=O)c1ccco1)c1ccc(F)cc1
  -12 | -15 | 18 | 7 | 0 | 1.1 | -4 | 9 | -6
COC(=O)c1c(C)cc(O)c(C)c1O
  -5 | 18 | -17 | 6 | -1 | 0.97 | 1 | -20 | 3
COc1cc(C(c2c(C)[nH][nH]c2=O)c2c(C)[nH][nH]c2=O)ccc1OC(=O)c1cccc([N+](=O)[O-])c1
  1 | 5 | -28 | 17 | -2 | 0.95 | 1 | -15 | 5
COC(=O)CCC(=O)NC(=S)Nc1cc(Cl)ccc1Cl
  -7 | 31 | 3 | 12 | 0 | 0.92 | -3 | 36 | 8
CC(NC(=O)Cn1cccc1C(=O)c1ccccc1)c1ccc2c(c1)OCCO2 (stereo not given)
  11 | 3 | 2 | -12 | 0 | 0.99 | 4 | 7 | 1
CN(C)C(=O)CCc1ccc2c3c([nH]c2c1)[C@]1(C)[C@@H](C(=O)N2CCOCC2)C[C@H](CC(=O)NC(C)(C)C)C(=O)N1CC3
  1 | 13 | · | -8 | · | 1 | 2 | · | -5
CC(C)CN(CC(C)C)S(=O)(=O)N1CCC(C(=O)NCc2cccs2)CC1
  9 | 8 | -22 | 13 | 1 | 1 | 3 | 18 | -5
O=C(Cc1ccccc1)Nc1ccc(NC(=O)c2cccs2)cc1
  -3 | 4 | -10 | -28 | -2 | 1.2 | -6 | -2 | -20
Cc1ccc2c(Cn3ccnc3)cc(=O)oc2c1C
  -9 | 31 | 2 | 4 | 0 | 1.1 | -10 | 9 | -8
Cc1nnsc1-c1onc(C)c1C(=O)O/N=C/c1ccc(Cl)cc1
  -2 | 9 | -10 | 13 | -1 | 1 | 2 | -2 | -3
CC1=NC(C)(C)Cc2ccccc21
  -5 | 11 | -5 | -21 | 1 | 1 | -2 | 3 | -2
Cc1onc(-c2ccccc2)c1C(=O)Nc1nc(-c2cc(F)ccc2F)cs1
  0 | 12 | 0 | 3 | -1 | 1.1 | 2 | 3 | -11
O=C(Nc1ncc2c(n1)CC(c1ccc(Cl)cc1)CC2=O)c1ccco1 (stereo not given)
  -4 | 22 | 12 | 0 | -2 | 1 | -5 | 9 | -1
CC(C)(C)c1nnc(NC(=O)CS(=O)(=O)Cc2ccccc2)s1
  -6 | 9 | -2 | 13 | 2 | 1 | -3 | -5 | 0
O=C(NC1CCCCC1)[C@H](CSCc1ccccc1)N1Cc2ccccc2C1=O
  1 | 24 | -9 | 9 | -1 | 1.1 | 1 | 13 | -6
CC(C)OC(=O)CN1CCN(C2c3ccccc3-c3ccccc32)CC1
  -10 | 16 | 7 | 9 | 0 | 0.94 | -8 | 21 | 6
CC1CCCN(c2nc3ccccc3nc2C(C#N)S(=O)(=O)c2ccccc2)C1 (stereo not given)
  -7 | 19 | 1 | 18 | -6 | 0.85 | -5 | -12 | 15
O=S(=O)(c1cccc2cccnc12)N1CCN(c2ccccc2)CC1
  -11 | 5 | -4 | 8 | -2 | 0.87 | -8 | 29 | 13
CC(=O)Nc1ccc(S(=O)(=O)NCC(=O)NC(C)c2ccc(S(N)(=O)=O)cc2)cc1 (stereo not given)
  -2 | -12 | -2 | -5 | -3 | 0.96 | 1 | 6 | 4
C/C(=N\NC(=O)c1cccs1)C(C)(C)C
  -7 | 21 | -10 | -5 | 0 | 1.1 | 1 | 1 | -5
O=C1C(c2ccc(F)cc2)N(Cc2ccc3c(c2)OCO3)C(=O)CN1C1CCCCCC1 (stereo not given)
  12 | 13 | -2 | 17 | -4 | 1 | 6 | 23 | -4
COc1ccc(CCNC(=O)Cc2ccc(C)cc2)cc1OC
  -7 | -1 | 2 | -14 | -1 | 1 | -5 | 10 | 0
O=[N+]([O-])c1ccccc1OCCOc1ccccc1[N+](=O)[O-]
  -3 | 15 | -6 | 7 | -3 | 0.91 | -4 | 17 | 9
O=C1CCCN1C(=O)CSc1nnnn1-c1ccccc1
  -3 | 7 | 6 | 2 | -1 | 1 | -1 | 20 | 0
CCOc1ccccc1C(=O)OCC(=O)NCCNC(=O)COC(=O)c1ccccc1OCC
  4 | 13 | -9 | 12 | -2 | 1.1 | -2 | 5 | -7
O=C(NCC1CCCO1)Nc1ccc2c(c1)OCO2 (stereo not given)
  -4 | 9 | 6 | -11 | 1 | 1.1 | 0 | 14 | -6
COc1ccc(C2=CC(=O)C[C@H](c3ccc(Cl)cc3)C2)cc1
  -6 | 26 | 5 | 13 | -5 | 0.96 | -4 | 9 | 4
FC(F)(F)c1nc2cc3nc4ccccc4[nH]c3cc2n1
  2 | -3 | 3 | 16 | -3 | 0.91 | 6 | 6 | 9
O=S(=O)(/C=C/c1ccccc1)N1CCN(c2ccc(F)cc2)CC1
  2 | 6 | -9 | 6 | -2 | 0.93 | 2 | 17 | 7
O=C(CN1CCCCCC1)N1c2ccccc2Sc2ccccc21
  -9 | -18 | -13 | -49 | -2 | 0.83 | -3 | 14 | 17
COc1cc2c(cc1OC)C(c1ccncc1)CC(=O)N2 (stereo not given)
  -5 | 4 | -2 | 7 | 1 | 0.98 | -3 | 19 | 2
O=S(=O)(NC1CCCCC1N1CCN(c2cccc(Cl)c2)CC1)c1ccccc1 (stereo not given)
  -2 | 35 | 2 | 14 | -2 | 1.1 | -3 | 14 | -6
CC(C)CC(COCc1cccc(Cl)c1)N1CCN(C(=O)c2cccc(C(F)(F)F)c2)CCC1=O (stereo not given)
  -4 | 14 | 6 | 10 | -6 | 0.95 | 0 | 2 | 5
COc1cccc(NC(=O)c2cc3ccccc3cc2OC)c1
  -2 | -58 | 2 | -13 | 3 | 1.1 | -1 | 18 | -6

Some of these compounds in order of molecular weight, lowest first.
Below each compound: APOBEC3G inh | tim10-1 inh | hIAP inh | TIM10 inh | beta cell repl | mIAP act | APOBEC3A inh | NLRP3 yeast inh | mIAP block
O=C1CCCN1C(=O)CSc1nnnn1-c1ccccc1
  -3 | 7 | 6 | 2 | -1 | 1 | -1 | 20 | 0
COc1cccc(NC(=O)c2cc3ccccc3cc2OC)c1
  -2 | -58 | 2 | -13 | 3 | 1.1 | -1 | 18 | -6
COc1ccc(C2=CC(=O)C[C@H](c3ccc(Cl)cc3)C2)cc1
  -6 | 26 | 5 | 13 | -5 | 0.96 | -4 | 9 | 4
CCOc1ccccc1C(=O)OCC(=O)NCCNC(=O)COC(=O)c1ccccc1OCC
  4 | 13 | -9 | 12 | -2 | 1.1 | -2 | 5 | -7

More entries follow:
Below each compound: APOBEC3G inh | tim10-1 inh | hIAP inh | TIM10 inh | beta cell repl | mIAP act | APOBEC3A inh | NLRP3 yeast inh | mIAP block
CCCc1cc(=O)[nH]c(SCC(=O)Nc2ccc(Cl)c(S(=O)(=O)N3CCOCC3)c2)n1
  -5 | -1 | -20 | 6 | 4 | 0.86 | 0 | 4 | 14
O=S1(=O)CCN2C=C(Br)C=C(Br)C2=N1
  -3 | -3 | -6 | -4 | 0 | 0.97 | 3 | 11 | 2
O=C1C2ON(c3ccccc3)C(c3ccncc3)C2C(=O)N1c1ccc(Br)cc1 (stereo not given)
  -3 | 3 | -8 | 11 | -4 | 1 | -1 | -5 | -3
COc1ccccc1N1CCN(c2ccc([N+](=O)[O-])cn2)CC1
  -7 | 10 | 9 | 1 | 3 | 0.96 | -4 | 16 | 4
COc1ccc(NC(=O)c2cc3c(COC(C)=O)cnc(C)c3oc2=Nc2cccc(C(=O)O)c2)c(OC)c1
  -4 | 15 | 5 | 11 | -4 | 1 | 0 | 12 | -3
CCCCOP(=O)(OCCCC)C(O)c1ccc(F)cc1 (stereo not given)
  -10 | 11 | 7 | 14 | -2 | 0.96 | -5 | -2 | 4
CCCNC(=O)C(Cc1ccc(F)cc1)NC(=O)c1ccc(C#N)cc1 (stereo not given)
  -11 | -12 | 8 | -4 | 0 | 1.1 | -2 | 6 | -9
Cc1noc(NC(=O)c2ccccc2C(F)(F)F)c1C#N
  -6 | 5 | 7 | 7 | 0 | 0.92 | -2 | 6 | 8
Cc1ccc(NC(/C=C/N(C)C)=C/C(=O)C(F)(F)F)c(C)c1
  -5 | 12 | 14 | 6 | -6 | 1 | -4 | 21 | -2
COc1ccc(C(CNC(=O)c2oc3cc(C)c(Cl)cc3c2C)N2CCCCC2)cc1 (stereo not given)
  0 | -15 | -16 | 31 | -5 | 1.1 | 1 | 13 | -5
Cc1cc(C)c2nc(-c3ccco3)cc(C(=O)O)c2c1
  58 | -7 | 4 | 10 | -1 | 0.95 | 80 | -2 | 5
COCC1CCN(C(=O)C2CCC(=O)N(C3CCCC3)C2)CC1 (stereo not given)
  -4 | -14 | -7 | 1 | 1 | 1 | 3 | 17 | -3
CC1CCN(C(=O)CSc2nnc3c(n2)[nH]c2ccccc23)CC1
  -8 | 11 | 23 | 5 | -1 | 0.93 | 1 | 17 | 7
O=C1N=C(N2CCOCC2)S/C1=C/c1ccc(-c2ccc(F)cc2)o1
  -10 | 10 | 14 | 11 | -3 | 0.95 | -2 | 32 | 5
CCOc1ccc(C(c2c(C)[nH][nH]c2=O)c2c(C)[nH][nH]c2=O)cc1OCC
  0 | 46* | -1 | 34 | -1 | 0.96 | 0 | 23 | 4

The order is random, and some 4.6% of all compounds hit somewhere here.
